Screening results from PubChem.
PfHsp40 yeast: restores yeast growth despite PfHsp40 toxicity; S. cerevisiae expressing PfHsp40, growth rescue, ATP luminescence; growth rescue, % at 12.5 µM; 0.68% of 340,000 active; in the data active means growth rescue above about 28%, passing the limit was not always enough; inconclusive means no clear call, values can overlap the other calls;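 further: yeast W303a lacking pdr1 and pdr3 grown in galactose medium; growth measured after three days at 30 °C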
MazF activator: activators of E. coli MazEF toxin-antitoxin RNase | P0AE70 | FAM/BHQ RNA-DNA oligo cleavage fluorescence, 5 h | activation, % at 20 µM | 0.32% of 350,000 active; in the data active means activation above about 50%
Anthrax LF inh2: anthrax lethal factor protease inhibition | 0.12% of 360,000 active | P15917 | inhibition, % at 10 µM | multiplex microsphere protease cleavage assay, LF; in the data active means inhibition above about 30%; inconclusive means no clear call, values can overlap the other calls; further: plate controls were buffer without enzyme for full effect and enzyme alone for no effect
TcdB GH inh: TcdB glycohydrolase inhibition; TcdB glycohydrolase enzymatic assay, plate reader; inhibition, % at 9.99 µM; 0.24% of 350,000 active; AID 652162; in the data active means inhibition above about 10%
Rv3671c protease: inhibits the M. tuberculosis serine protease Rv3671c; inhibition, % at 5.96 µM; 0.048% of 320,000 active; AID 2606; in the data active means inhibition above about 38%;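 further: extracellular domain of Rv3671c used as enzyme; 0% = enzyme with DMSO and 100% = no enzyme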
SSB-PriA inh: inhibitors of Klebsiella pneumoniae PriA binding to SSB C-terminal tail | inhibition, % at 33 µM | 0.6% of 430,000 active | AlphaScreen SSBct-PriA binding, biotinylated peptide; in the data active means inhibition mostly above about 37%, no sharp cut-off; inactive means mostly below about 20%;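 further: plate controls were negative control peptide for no effect and reference peptide for full effect; strong numbers were not always called active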
Vc quorum ag: induces V. cholerae light production without autoinducers. AID 588436. activation, % at 18.7 µM. V. cholerae BH1578 lux reporter, luminescence, 6 h. 0.16% of 350,000 active; in the data active means activation mostly above about 9.7%, no sharp cut-off; inconclusive means no clear call, values can overlap the other calls; inactive means mostly below about 3.7%; further: not every result past the cut was called active; inactives centre near 0; reference of the scale not given here
SARS 3CLpro inh: SARS-CoV 3CLpro protease inhibition. P0C6X7. recombinant SARS-CoV 3CLpro, quenched FRET peptide cleavage. 0.14% of 290,000 active. inhibition, % at 6 µM; in the data active means inhibition above about 12%
VHR inh abs: DUSP3 (human) phosphatase inhibition | P51452 | recombinant VHR phosphatase, pNPP absorbance | inhibition, % at 13.3 µM | 0.52% of 290,000 active; in the data active means inhibition above about 50%; further: some compounds called inactive have numbers as strong as hits
Y pestis TopoI: blocks Yersinia pestis topoisomerase I activity | activity, % at 10 µM | 0.064% of 360,000 active | Y. pestis Topo-I cleavage product accumulation, plate reader | AID 504884; in the data active means activity above about 50%, passing the limit was not always enough; inconclusive means no clear call, values can overlap the other calls; further: inactives centre near 2
The depositor's hits bear a star; i = inactive; ? = inconclusive; nt = not tested or not shown; & = joins results of further samples. This is a subset. The share of hits here may be higher or lower than overall.

Every second line gives: PfHsp40 yeast	MazF activator	Anthrax LF inh2	TcdB GH inh	Rv3671c protease	SSB-PriA inh	Vc quorum ag	SARS 3CLpro inh	VHR inh abs	Y pestis TopoI
O=C(Cn1ccc(NC(=O)OCc2ccccc2)nc1=O)NCc1ccccn1
→ -1.3	0	3	0.1	-9	7	-3.7	nt	nt	1
CCC(=O)c1ccc(OCC(=O)OCC(=O)NC2CCCCCC2)cc1
→ -0.4	10	-1	-1.9	8	-10	-1.3	nt	nt	12
N#C/C(=C\c1cccc(O)c1)c1nc2ccccc2o1
→ 2.8	10	-2	0.2	-4	-3	-0.3	-4	0	2
Cc1ccc(NC(=O)CSc2nc3ccccc3c(=O)n2CCCN2CCCCC2)cc1Cl
→ 1.0	-24	-4	1.8	0	11	-0.3	6	16	6
O=C(C[C@H]1C[C@H](C(=O)N2CCOCC2)[C@@]2(CCC3CCCC3)c3[nH]c4cc(-c5ccco5)ccc4c3CCN2C1=O)NCCN1CCOCC1
→ -2.0	5	-4	0.8	nt	7	-0.7	nt	nt	22
O=S(=O)(c1ccc(OCC(O)CN2CCN(c3ccccc3Cl)CC2)cc1)N1CCOCC1 (stereo not drawn)
→ 2.3	-7	4	nt	-2	2	-1.5	3	-9	-5
O=c1[nH]c2ccccc2cc1CN(CC1CCCO1)S(=O)(=O)c1ccccc1 (stereo not drawn)
→ -0.4	5	1	-0.1	-1	0	-0.2	-6	-3	0
O=C(CN1CCS(=O)(=O)CC1)NNC(=O)C1CCCCC1
→ -0.2	1	-5	2.0	0	-7	i	0	6	-12
Cc1cc(NS(=O)(=O)c2ccc(NC(=O)c3cc4c(=O)n5ccccc5nc4s3)cc2)nc(C)n1
→ 1.2	2	-1	-0.9	nt	-5	-0.5	-1	22	4
Cc1ccc(C(=O)COC(=O)C2C3C=CC(C3)C2C(=O)OCC(=O)c2ccc(C)c(C)c2)cc1C (stereo not drawn)
→ 0.1	3	-10	nt	3	-9	-3.0	3	-1	35
O=C1COc2cc(O)ccc21
→ -0.6	-1	-1	1.9	nt	1	i	nt	nt	0
Cc1ccc(OCC(=O)NCCNC(=O)COc2ccc(C)cc2)cc1
→ -0.3	-15	-2	-7.1	-6	-17	i	-6	-1	-2
O=C(Nc1cccc(/C=C/c2ccccn2)c1)c1cc(Cl)ccn1
→ 0.1	13	-1	1.1	-18	-9	-0.2	-3	28	16
CCOC(=O)c1c(C)oc2c1c(C=NCCC(=O)O)c(O)c1ccccc12
→ -0.2	2	-1	-4.1	-20	17	-0.6	2	7	31
CC(=O)c1sc(NC(=O)CSCc2c(C)noc2C)nc1-c1ccccc1
→ 0.8	5	-5	0.3	-3	10	i	nt	nt	13

2 of these compounds in a different format:
Compound	PfHsp40 yeast	MazF activator	Anthrax LF inh2	TcdB GH inh	Rv3671c protease	SSB-PriA inh	Vc quorum ag	SARS 3CLpro inh	VHR inh abs	Y pestis TopoI
O=C1COc2cc(O)ccc21	-0.6	-1	-1	1.9	nt	1	i	nt	nt	0
N#C/C(=C\c1cccc(O)c1)c1nc2ccccc2o1	2.8	10	-2	0.2	-4	-3	-0.3	-4	0	2

Remaining list, next part:
Every second line gives: PfHsp40 yeast	MazF activator	Anthrax LF inh2	TcdB GH inh	Rv3671c protease	SSB-PriA inh	Vc quorum ag	SARS 3CLpro inh	VHR inh abs	Y pestis TopoI
O=C(NCc1ccc(F)cc1)C(=O)NCC1OCCN1S(=O)(=O)c1cccs1 (stereo not drawn)
→ 1.3	5	2	-0.4	4	-8	-0.3	-2	-4	3
COCCCNC(=O)Cn1ncc2c(=O)oc3ccccc3c21
→ -0.6	-5	3	0.5	4	-15	-1.4	3	-4	5
Cc1cc(C)nc(N/N=C/c2cn[nH]c2-c2ccc(F)cc2)n1
→ 1.1	-11	-7	0.6	-4	nt	-0.7	-1	39	-9
CCC(COC(C)=O)Nc1nc2c([nH]1)c(=O)n(C)c(=O)n2C (stereo not drawn)
→ 0.4	5	1	0.3	4	-8	-0.4	2	1	0
CCCCN(C(=O)/C=C/c1ccco1)c1c(N)n(Cc2ccccc2)c(=O)[nH]c1=O
→ 0.2	-3	-3	0.9	2	2	i	4	8	-5
O=C(O)/C(=C\c1ccccc1Cl)c1ccc(S(=O)(=O)N2CCCCC2)s1
→ 1.5	1	0	-2.1	-1	-5	i	3	-12	0
COc1ccccc1C1C(C(=O)c2ccco2)=C(O)C(=O)N1c1cc(C)on1 (stereo not drawn)
→ -0.4	3	-2	1.0	-10	-5	-0.1	2	0	5
O=C(N/N=C/c1ccc(OC(=O)c2ccco2)cc1)c1ccccn1
→ -2.2	1	-5	2.3	8	nt	-0.3	3	11	1
Cc1noc(C)c1C(=O)OCC(=O)Nc1ccccc1C(=O)NC(C)c1ccccc1 (stereo not drawn)
→ -0.5	4	3	nt	-3	-1	i	0	-9	3
O=C(c1ccc(S(=O)(=O)N2CCOCC2)cc1)N1CCN(c2cccc(Cl)c2)CC1
→ 1.5	0	-5	-0.4	4	-10	i	-4	-19	-4
O=C(NNC(=S)NCCCN1CCOCC1)c1ccncc1
→ -1.1	-1	6	0.9	5	-17	-0.5	1	23	8
COc1ccc(C2=NCC(CSc3nnc(-c4ccc5c(c4)OCO5)o3)S2)cc1 (stereo not drawn)
→ 9.4	-4	3	nt	-9	-12	-0.3	3	40	28
COC(=O)c1sc2nc[nH]c(=O)c2c1C
→ 0.8	2	0	nt	-4	-4	i	-1	35	0
Cc1ccc(C)c(C(=O)N(C)CC(=O)Nc2ccccc2C(F)(F)F)c1
→ -1.2	10	-3	1.0	4	-10	-1.1	4	-19	-9
CCC(Oc1ccc(C)c(C)c1)C(=O)N1CCCN(C)CC1 (stereo not drawn)
→ 0.5	-3	2	0.2	-4	-6	-2.2	-1	2	3
COc1cc(/C=C2\SC(c3ccc(C)cc3)=NC2=O)ccc1O
→ 0.0	10	-7	-1.9	-10	31	i	-1	14	5
O=C(CNC(=O)c1cc(-c2ccccc2)nn1-c1ccccc1)Nc1ccccc1Br
→ -0.2	-13	0	1.6	nt	-2	-1.6	nt	nt	-6
O=C(NCc1ccccc1Br)c1cccc2c1C(=O)c1ccc(N3CCC(Cc4ccccc4)CC3)cc1S2(=O)=O
→ -0.5	-881	4	nt	-18	4	i	nt	nt	14
N#Cc1nc(COc2ccccc2F)oc1N1CCCCCC1
→ 2.2	-1	-2	nt	-3	4	-5.6	1	5	-2
CCCc1nc(NCc2ccc3c(c2)OCO3)c2nnn(Cc3ccccc3Cl)c2n1
→ -1.4	-27	-6	nt	4	-4	nt	1	31	11
O=C(/C=C1\SC(=O)N(CC(=O)Nc2ccc(Cl)cc2)C1=O)Nc1ccc(F)cc1
→ 0.8	-2	2	-0.2	7	2&0	-0.4	7	-3	-8
COC(=O)c1ccc(CN2CCCC(CO)(Cc3ccc(F)cc3F)C2)cc1 (stereo not drawn)
→ 0.7	-5	4	1.1	4	-3	i	-3	6	6
CCN(CC)c1ccc(/C=C(\C#N)C(N)=S)cc1
→ 1.3	-368	17	1.9	-12	-24	-0.1	-4	0	15
O=C(CCc1nnc(CCCCc2ccccc2)o1)NC1CCCC1
→ -0.8	-1	-7	3.2	10	-4	-0.4	1	25	14
CCOc1ccc(NC(=O)CSCc2cnn(-c3ccccc3)c2-n2cccc2)cc1
→ 9.6	1	-2	nt	4	-12	-3.0	-2	-6	19
Cc1ccc(-c2csc3ncnc(-n4nnc5ccccc54)c23)cc1C
→ -2.1	6	-1	1.2	-12	-9	-0.4	3	14	18
FC(F)(F)c1cccc(NC(=S)N(CCCN2CCCC2)Cc2cccn2Cc2ccc(Cl)cc2)c1
→ 0.2	7	-6	1.5	-5	7	-0.3	4	31	-2
COc1ccc(N=C2SCC(=O)N2c2ccc(OC)cc2)cc1
→ -1.9	-1	7	1.0	-3	-18	1.5	-1	8	6
CCOCC(=O)Nc1cc(C(=O)OC)cc(C(=O)OC)c1
→ -1.3	3	0	0.9	-2	-8	i	-5	2	-4
CCn1c(=O)cc(SCC(=O)NCc2cccnc2)c2ccccc21
→ -0.2	-1	0	nt	3	-9	-0.3	-3	19	2
CC1(C)OC(=O)C(=NNc2ccccc2)C(=O)O1
→ -1.6	-9	-2	nt	9	4	-0.2	0	-8	4
COC(=O)c1ccc(SCC(=O)NC2CCCC2)c([N+](=O)[O-])c1
→ -1.0	4	-2	nt	-6	6	1.5	-2	18	-5
CCOc1ccc(NC(=O)Nc2ccc3nccnc3c2)cc1
→ -0.7	-4	0	nt	-1	3	-0.3	-2	-3	-10
C=CCOc1ccccc1CN1CCC(n2nccc2NC(=O)c2ccccc2)CC1
→ 0.2	2	-3	0.6	1	4	0.0	-4	24	14
C[C@@H]1CN([C@@H](C)CO)S(=O)(=O)c2ccc(Br)cc2O[C@H]1CN(C)Cc1ccccn1
→ nt	1	-6	0.2&0.8&0.6	nt	nt	i	nt	nt	19
COc1ccc(N2CCN(C(=O)CNS(=O)(=O)c3ccc(C)cc3)CC2)cc1
→ 0.5	6	0	-1.1	0	2	1.0	0	29	7
Cc1ccc(-c2nnc(SCC(=O)NCC3CCCO3)n2C)cc1 (stereo not drawn)
→ -1.5	2	-4	nt	-3	-27	-3.1	-2	22	-6
Cn1c(SCC(=O)N2CCOCC2)nc(O)cc1=O
→ -2.3	-3	-4	nt	-1	-28	-0.4	3	-5	-5
COc1ccc(CC(NC(C)=O)C(=O)NC2CCN(c3c(Cc4ccccc4)c(C)nc4ncnn34)CC2)cc1OC (stereo not drawn)
→ nt	nt	nt	2.0	-5	nt	nt	3	37	nt
CN(C)c1ccc(/C=C(\NC(=O)c2ccccc2)C(=O)NCc2cccnc2)cc1
→ 0.8	-20	3	1.0	-4	-4	-0.3	-6	-4	-1
O=C(CNC(=O)c1ccc([N+](=O)[O-])cc1)N/N=C\c1ccc(OC(=O)c2ccccc2)cc1
→ -1.6	-3	nt	nt	-1	nt	0.5	2	-23	-2
CCOC(=O)c1c(C)[nH]c(C(=O)COC(=O)C2CC2)c1C
→ -0.1	-20	?	0.5	nt	0	-4.3	nt	nt	0
Cc1ccc(Cl)cc1NC1=NC(=S)N(C(C)C)C12CCCCC2
→ -1.5	-6	-5	nt	5	-6	-4.1	-4	22	-3
Cc1ccc2[nH]c(=O)c(CC(=O)O)c(-c3ccccc3)c2c1
→ 0.4	8	nt	0.8	-5	-2	-0.2	-1	16	8
OC12ONC(c3ccccn3)C1N1CCC2CC1 (stereo not drawn)
→ -3.6	1	0	0.1	2	4	-0.3	5	-5	-2
CCc1ccc(Oc2cc(C)nc(N)n2)cc1
→ -1.4	-3	0	nt	-20	-28	-3.1	-3	18	-11
O=C(COc1ccc(S(=O)(=O)N2CCCC2)cc1Cl)NC1CCCC1
→ 0.6	4	-4	nt	-5	0	-0.2	3	5	23
Cn1c(=O)c2c(nc(NCCc3ccccc3)n2CC(=O)NCCc2ccccc2)n(C)c1=O
→ -0.3	-9	2	nt	1	-1	1.0	-5	-5	1
CC1CCCN(CCCNC(=O)c2coc3nc4ccccc4nc23)C1 (stereo not drawn)
→ 0.7	2	-1	nt	-10	-3	nt	-7	21	-8
O=C(N/N=C/C(Cl)=C/c1ccccc1)c1ccccn1
→ 0.7	-3	-2	4.1	-3	nt	-0.4	-1	-12	8
Cc1onc(-c2c(Cl)cccc2Cl)c1C(=O)NNc1ccccc1
→ -0.6	-1	-8	-3.4	-8	4	-0.6	3	18	-7
Nc1ccc(N2CCOCC2)c(Cl)c1
→ -1.3	0	-5	nt	3	-7	-0.3	4	-4	-8
CN(Cc1ccccc1)S(=O)(=O)c1cccc2cccnc12
→ 4.2	1	-2	nt	-9	-18	-5.6	-2	8	-2
Cc1ccc(O)c(Cn2nnc3ccccc32)c1
→ 1.8	0	-6	2.2	-4	-1	-3.0	nt	nt	-2
O=C(COc1ccccc1)Nc1nnc(-c2ccco2)o1
→ -1.7	3	-1	0.9	11	0	i	5	8	2
C#CCN(CC=C)C(=O)c1ccc2nc(C3CCCCC3)oc2c1
→ -1.9	3	-16	-0.7	1	-17	-0.6	0	-23	-11
